High-throughput results as filed in PubChem.
TrxR1 substrate – rat thioredoxin reductase 1 substrate activity; O89049; purified TrxR1 substrate turnover, NADPH consumption readout; Potency, µM (doses to about 114 µM), for the others: at the highest dose activity change, negative = substrate turnover; actives 0.01% (n = 390,000); further: potency means the concentration at half of the fitted maximal effect; on the % scale 0 is the no-effect control and ±100 the full control effect; nearly all actives have a fitted effect of over 50% in size
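Rat TrxR1, dispensed at 90 nM, was prereduced with 400 uM NADPH (final) for 5 min at ~22 deg C, then incubated with compound 15 min before 400 uM selenite. A first-read NADPH fluorescence drop versus no-compound background flagged substrates.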
PI4K2A inh – inhibitors of human PI4K2A. activity change, negative = inhibition, % at 76.9 µM. actives 0.13% (n = 420,000). Q9BTU6. purified PI4K2A, ADP-Glo luminescence, 1 h; active compounds read low; in the data active means activity change below about -50%; inconclusive means mostly about -30% to -49%;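 further: -100% = wells without enzyme as full effect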
Target sequence (Q9BTU6 whole entry, looked up): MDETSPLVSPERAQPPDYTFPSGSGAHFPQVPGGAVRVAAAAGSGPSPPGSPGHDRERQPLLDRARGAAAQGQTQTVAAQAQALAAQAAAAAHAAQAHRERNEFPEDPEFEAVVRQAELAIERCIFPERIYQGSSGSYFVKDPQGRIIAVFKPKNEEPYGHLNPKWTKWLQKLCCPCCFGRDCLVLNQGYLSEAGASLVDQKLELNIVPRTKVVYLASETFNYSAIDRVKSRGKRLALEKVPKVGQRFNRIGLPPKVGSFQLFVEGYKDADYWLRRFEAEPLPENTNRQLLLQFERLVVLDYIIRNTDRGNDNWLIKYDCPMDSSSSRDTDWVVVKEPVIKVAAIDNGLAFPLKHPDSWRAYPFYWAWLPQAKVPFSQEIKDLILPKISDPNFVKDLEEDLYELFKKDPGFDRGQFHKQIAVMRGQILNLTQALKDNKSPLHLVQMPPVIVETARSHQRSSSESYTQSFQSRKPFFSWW
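ADP-Glo luminescence measured ADP generated by PI4K2A enzyme (4 ug/mL before mixing) with 1.2 mM PI substrate (pre-mix) and 300 microM ATP (pre-mix). Tris pH7.5 buffer with MgCl2, Triton X-100; 1 h reaction at ambient temperature.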
Vif-APOBEC3F blk – blocks the Vif interaction with APOBEC3F | HeLa A3F-eYFP + Vif (tagged APOBEC3F with the HIV-1 protein that degrades it), YFP fluorescence increase | Potency, µM (series often up to 46.1 µM), inactives show at the highest dose activity, negative = active | actives 0.2% (n = 390,000); further: potency means the concentration at half of the fitted maximal effect; % of control where 0% means no effect; nearly all actives have a fitted effect of over 65% in size
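Fluorescence increase (Ex 488/Em 500-530) after overnight compound treatment at 37 deg C flags inhibition of Vif-driven A3F-eYFP loss in stable HeLa A3F-eYFP/Vif cells seeded overnight beforehand.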
Vif-A3G inh – inhibitors of Vif-APOBEC3G interaction | Q9HC16 | Potency, µM (series often up to 46.1 µM), for the others: at the highest dose activity, negative = active, hits mostly inhibitors | actives 0.076% (n = 410,000) | HeLa A3G-eYFP + Vif (tagged APOBEC3G with the HIV-1 protein that degrades it), YFP fluorescence, overnight | AID 602310;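 further: potency means the concentration at half of the fitted maximal effect; on the % scale 0 is the no-effect control and ±100 the full control effect; nearly all actives have a fitted effect of over 60% in size; hits raise eYFP signal because A3G escapes Vif-driven loss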
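HeLa cells stably expressing Vif and C-terminally eYFP-tagged A3G, seeded overnight at 37 deg C, then exposed to compound by pintool overnight at 37 deg C. Rise in yellow fluorescence (Ex 488/Em 500-530, Acumen) marks blocked Vif-driven A3G degradation.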
RXFP1 ag – activates the human relaxin receptor RXFP1; Q9HBX9; HEK293T-RXFP1 cAMP TR-FRET, 30 min; response scale: percent of porcine relaxin response, buffer zero; Potency, µM (doses to about 57.5 µM), without a hit: at the highest dose activation, most hits filed as activators; actives 0.3% (n = 370,000); further: potency means the concentration at half of the fitted maximal effect; on the % scale 0 is the no-effect control and ±100 the full control effect; nearly all actives have a fitted effect of over 60% in size; many of its hits are not listed in these tables
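cAMP rise read by TR-FRET after 30 min, 37C compound exposure (up to 58 uM) in RXFP1-transfected HEK293 cells with Ro 20174 present. EC50 from Hill-equation fits, with 29 nM porcine relaxin as 100% and buffer as basal.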
USP1 inh – inhibitors of human USP1/UAF1 deubiquitinase. Potency, µM (doses to about 57.1 µM), for inactives: at the top dose activity change, negative = inhibition, most hits filed as inhibitors. AID 743255. O94782. recombinant USP1/UAF1, Ub-Rhodamine cleavage fluorescence. actives 0.23% (n = 390,000); further: potency means the concentration at half of the fitted maximal effect; on the % scale 0 is the no-effect control and ±100 the full control effect; nearly all actives have a fitted effect of over 60% in size; inactives centre near -12
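Step one: compound is pinned into 1nM USP1/UAF1 in HEPES pH 7.8 buffer with TCEP. Step two: 15 min room-temperature incubation. Step three: Ub-Rho (150nM final) starts cleavage, tracked by fluorescence over six one-minute reads.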
LDHA inh – LDHA (human) enzyme inhibition; P00338; purified LDHA, NADH/diaphorase-resazurin fluorescence; active compounds read low; activity change, % (values are at about 110 or 230 µM); actives 0.15% (n = 480,000); AID 1347041; in the data active means activity change below about -30%; inconclusive means mostly about -25% to -30%;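 further: plate controls were DMSO wells for no effect and wells without enzyme for full effect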
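Remaining NADH was detected by diaphorase (0.133 mg/mL) converting 37 µM resazurin to fluorescent resorufin, read at 0 and 20 minutes. The preceding 5-minute room-temperature reaction used 2 nM LDHA, 0.2 mM sodium pyruvate and 0.06 mM NADH at pH 7.4.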
IDH1 R132H inh – inhibitors of human mutant IDH1 R132H | O75874 | IDH1-R132H enzyme, NADPH consumption, diaphorase/resazurin fluorescence | Potency, µM (top dose mostly 76.6 µM), inactives show at the top dose activity change, negative = inhibition, usual class: inhibitors | actives 0.093% (n = 390,000); further: potency means the concentration at half of the fitted maximal effect; on the % scale 0 is the no-effect control and ±100 the full control effect; nearly all actives have a fitted effect of over 65% in size
Target sequence (O75874 whole entry R132H, stated change not applied): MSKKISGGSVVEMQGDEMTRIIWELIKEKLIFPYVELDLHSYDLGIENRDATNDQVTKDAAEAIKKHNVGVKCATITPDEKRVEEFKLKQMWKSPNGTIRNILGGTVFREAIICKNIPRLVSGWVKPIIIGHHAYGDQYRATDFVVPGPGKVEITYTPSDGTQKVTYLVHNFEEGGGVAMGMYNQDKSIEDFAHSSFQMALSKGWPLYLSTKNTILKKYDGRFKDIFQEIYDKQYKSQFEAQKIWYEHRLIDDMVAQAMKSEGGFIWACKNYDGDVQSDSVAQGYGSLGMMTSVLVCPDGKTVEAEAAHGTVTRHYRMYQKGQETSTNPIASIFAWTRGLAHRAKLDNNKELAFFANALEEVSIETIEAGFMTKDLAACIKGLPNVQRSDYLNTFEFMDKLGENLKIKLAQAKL
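IDH1-R132H (0.5 ug/mL) preincubated 30 min with compound, then NADPH (0.016 mM) and alpha-KG (2 mM) added; 80 min at RT, pH 7.5. Remaining NADPH coupled via diaphorase/resazurin to fluorescence (540/590 nm); concentration-response curves normalized to no-enzyme control.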
Glioma ERSR ind – ER stress response induction in glioma. actives 0.02% (n = 420,000). U87-MG GRP78 promoter luciferase reporter, 16 h. Potency, µM, without a hit: at the top dose activation, usual class: activators. AID 602332; further: potency means the concentration at half of the fitted maximal effect; series mostly up to about 76 µM; % of control where 0% means no effect; nearly all actives have a fitted effect of over 35% in size
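ERSR induction read as luciferase luminescence (Bright-Glo, 10 min at room temperature) in stably transfected human U87-MG glioma cells exposed to compounds for 16 h, using GRP78 as sensor.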
* marks the source's active call; other numbers are inactive results; u = inconclusive; x = no result given; & = joins results of further samples; [ ] = remark or other dose. Unless noted, the call rests on the fitted dose curve; in most records, active means well fitted curve in the direction sought with a large enough effect; inconclusive means small, poorly fitted or top-dose-only effect, or another doubt; inactive means no such curve, though single readings can be large; an effect the other way counts as inactive or inconclusive.

compound	TrxR1 substrate	Vif-APOBEC3F blk	RXFP1 ag	Glioma ERSR ind	Vif-A3G inh	PI4K2A inh	USP1 inh	IDH1 R132H inh	LDHA inh
COc1ccc(NC(=O)CS(=O)CC(=O)Nc2ccc(F)cc2F)cc1 (configuration not stated)	2%	-4%	3.4%	-2%	2%	-3	-21%	-1%	-6
CC(C)CN(C(=O)C1=COCCO1)c1c(N)n(Cc2ccccc2)c(=O)[nH]c1=O	x	1%	x	-6%	-2%	0	u	9%	2&2
Cc1ccc(S(=O)(=O)Nc2ccc(NC(=O)/C=C/C(=O)O)cc2)cc1	0%	-8%	-3.0%	-3%	0%	-3	-16%	0%	1
CN1CCN(C2CN(Cc3ccc([N+](=O)[O-])cc3)S(=O)(=O)C2)CC1 (configuration not stated)	x	-5%	x	-5%	0%	-1	-27%	3%	-4
CC(C)(CO)Nc1ncnc2onc(-c3ccc(F)cc3)c12	9%	0%	1.0%	-2%	1%	2	-13%	7%	-2
CC(C)(CNC(=O)CNC(=O)C1CCCCC1)N1CCOCC1	0%	5%	-0.4%	-5%	1%	1	-19%	21%	0
Cc1ccccc1CC1(CO)CCCN(C(=O)CCCN2CCCCC2=O)C1 (configuration not stated)	0%	-4%	-0.8%	0%	-1%	-3	-6%	11%	-1
COc1ccc(/C=C/C(=O)NC(C)CCc2ccccc2)cc1OC (configuration not stated)	1%	-2%	0.8%	-3%	-6%	-2	-28%	7%	3
CCCNC(=O)CCc1c(C)nc2nc(C)nn2c1C	4%	-17%	1.4%	-8%	3%	0	-1%	-6%	-11
CCOc1ccc(/C(C)=N/NC(=O)C(OC)c2ccccc2)cc1 (configuration not stated)	9%[57.1 µM]	-23%	0.2%	1%	u	3	-23%	-5%	-5
Cc1ccc(C(C[N+](=O)[O-])n2nc(C)cc2C)cc1 (configuration not stated)	-4%	4%	-1.1%	0%	-9%	0	-19%	7%	-1
COC(=O)c1c(NC(=O)CN2CCN(c3ncccn3)CC2)sc(C(N)=O)c1C	5%	2%	8.3%	-6%	0%	-4	-17%	18%	-4
COc1c(Cl)cc(Cl)cc1/C=C(\C#N)c1nc(-c2ccc(Cl)cc2)cs1	0%	3%	u	-1%	6%	1	-7%	9%	-3
CCn1c(-c2cccs2)nc2ccccc21	87%[activator]	x	3.6%	-5%	-1%	-12	-10%	7%	-12
Cc1cc(N(C(=O)c2ccco2)C(C(=O)NC2CCCCC2)c2ccccc2)ccc1-n1cnnn1 (configuration not stated)	-4%	-5%	-1.6%	-3%	-2%	9	-10%	-5%	5
NS(=O)(=O)c1ccc(N/N=C2/CCCc3ccccc32)c([N+](=O)[O-])c1	5%[57.1 µM]	-12%	3.5%	0%	-1%	-14	-18%	2%	-4
CCN(CC)CCNCC(=O)N1c2ccccc2CCc2ccc(NC(=O)OC)cc21	6%	5%	0.7%	-2%	0%	-3	-7%	-13%	-3
CCc1ccc(NC(=O)Cn2c(=O)n(-c3ccc(OC)cc3)c(=O)c3ccc(C(=O)NCc4ccc(C)cc4)cc32)cc1	19%	-25%	u	-3%	-7%	0	4%	-17%	1
CC[C@H](C)[C@H](NC(=O)c1ccccc1)C(=O)NC(CC(=O)O)c1ccc(F)cc1 (some centres not stated)	-2%	-2%	-0.1%	-2%	2%	0	-8%	3%	-2
COc1ccc(N2C(=O)C3CCCN3C2c2ccc(C)cc2)cc1 (configuration not stated)	-9%[57.1 µM]	-10%	2.1%	-2%	0%	0	-19%	12%	0
COc1ccc(-n2nc3cc(C)c(N)c(Br)c3n2)cc1	7%	-1%	7.6%	-2%	-6%	-1	-19%	16%	26
COc1ccc(N(CC(=O)Nc2cc([N+](=O)[O-])ccc2C)S(C)(=O)=O)cc1OC	6%	7%	-0.5%	-2%	-3%	3	-7%	2%	3
CCCCNC(=O)NC(C(=O)OC)C12CC3CC(CC(C3)C1)C2 (configuration not stated)	0%	6%	0.8%	-3%	-8%	-5	-14%	-2%	0
CC(=O)N(C(C)=O)c1ncnc2c1c(-c1ccc(Cl)cc1)nn2C(C)(C)C	51%	10%	3.1%	-6%	-1%	13	-21%	3%	-48*
CC(C)(C)c1ccccc1OCCCCCNCCO	2%	-15%	12%	-2%	6%	4	-5%	7%	-11
C=C(C)CSc1nc2sc3c(c2c(=O)n1C1CCCCC1)CCN(C)C3	19%	-31%	-2.7%	-5%	-2%	-2	u	-13%	0
Cc1sc2ncnc(NCCN3CCOCC3)c2c1C	13%	-3%	3.1%	-6%	0%	10	-5%	0%	-23
CCOC(=O)c1[nH]c(C)c(CC(C)C)c1C	4%	0%	4.1%	5%	-5%	-9	-17%	0%	-18
COCCN(C(=O)CCC(=O)Nc1nccs1)C(C(=O)NCCC(C)C)c1ccc(OC)cc1 (configuration not stated)	0%	9%	2.1%	-2%	-2%	4	-24%	3%	-9
COc1cc(/C=C(\C#N)C(=O)Nc2cccc3ncccc23)cc(OC)c1OC	-17%	-2%	0.3%	-7%	-14%	13	-8%	9%	-3
CCCCN1C(=O)NC(c2ccc(OC)cc2)C(C(=O)OCc2ccccc2)=C1C (configuration not stated)	-2%	-1%	1.4%	-5%	0%	-1	-14%	7%	-2
CS(=O)(=O)N(CC(=O)Nc1cccc(Cl)c1)c1ccccc1Cl	-13%	-2%	1.6%	-1%	0%	-1	-23%	1%	0
COCCNC(=O)Cc1c(C)c2c(cc(C)c3c(C(C)(C)C)coc32)oc1=O	72%	-13%	-0.9%	9%	-22%	0	u	-6%	-10
CCOc1ccc(C2C(C#N)=C(N)N(N(C)C)C3=C2C(=O)CCC3)cc1 (configuration not stated)	0%	-6%	0.8%	-4%	-8%	-1	-30%	0%	-12
CC(=O)Nc1ccc(C)cc1-c1nc2ccccc2n(CC(=O)c2ccc(C)c(C)c2)c1=O	-12%	7%	-5.8%	-4%	3%	2	u	u	-8
COC(=O)c1ccc(C)c(NC(=O)CCc2ccc(OC)c(OC)c2)c1	-10%	7%	1.8%	-4%	3%	4	-13%	8%	-6
COc1cc(/C=C/C(=O)N2c3ccccc3Sc3ccc(C(F)(F)F)cc32)cc(OC)c1OC	-14%	0%	1.8%	-4%	-5%	6	u	2%	-5
N#Cc1cc2nc(O)c(O)nc2cc1[N+](=O)[O-]	1%[57.1 µM]	-4%	-0.1%	-2%&2%&-3%	1%	-2&0	6%	-1%	1
CC(c1ccccc1)N(C)CC(=O)NC(=O)NCCC1=CCCCC1 (configuration not stated)	2%	0%	-1.0%	-1%	-1%	2	-2%	9%	-1
O=C(c1cccs1)N1CCCC(c2nc3c(nnn3Cc3c(Cl)cccc3Cl)c(=O)[nH]2)C1 (configuration not stated)	0%	4%	-0.5%	-3%	1%	1	-22%	-6%	-6
COc1ccccc1OCCn1c(-c2ccc(Br)cc2)nc2ccccc2c1=O	2%	-6%	6.5%	-5%	2%	-2	u	10%	-1
Cc1cccc(CNC(=O)c2ccc3c(c2)N(C)CCS3)c1	62%[activator][57.1 µM]	-8%&5%	u	-2%&1%	-2%&2%	5&3	-18%&-15%	9%&14%	-2&-7
COc1ccc(N2C(=O)c3ccccc3C2O)cc1 (configuration not stated)	5%	-2%	-3.5%	4%	-1%	-10	-20%	-5%	2
CCc1ccc(OCc2cc(=O)n3cc(C)sc3n2)cc1	1%	-2%	21%	3%	3%	5	-23%	11%	3
S=C(NCCCN1CCOCC1)Nc1ccc(Cl)c(Cl)c1	-5%	-1%	0.4%	-4%	-6%	-5	-19%	5%	-6
CN(C)CC/C=C1\c2ccccc2Sc2ccc(Cl)cc21	5%	-9%	1.0%	-2%&-3%&-7%&-5%	1%	1&-3	-23%	4%	-3
COc1ccc(S(=O)(=O)NCc2nc3nc(C)cc(C)n3n2)cc1	6%[57.1 µM]	-9%&7%	2.8%	-3%&-3%	0%&1%	2&3	-10%&-2%	-1%&11%	-5&3
Cc1ccc(-n2nnc3c(=O)n(CC(=O)OCc4ccccc4)cnc32)cc1	-16%[57.1 µM]	3%	0.3%	-2%	0%	-7	5%	-9%	2
COc1cc(/C=N/NC(=O)c2ccncc2)ccc1OC(=O)c1ccco1	-8%	0%	0.5%	-5%	3%	0	-15%	5%	-10
NC(=O)c1nnsc1Sc1c(C(N)=O)nnn1-c1cccc(N)c1	2%	-13%	0.3%	-2%	-5%	-3	-21%	5%	-6
Cc1ccc(C)c(NC(=O)c2sc(Cl)nc2C)c1	6%	11%	0.3%	1%	-1%	0	-12%	2%	2

One compound at a time, from the list above.
COc1cc(/C=C/C(=O)N2c3ccccc3Sc3ccc(C(F)(F)F)cc32)cc(OC)c1OC reads TrxR1 substrate = -14%; Vif-APOBEC3F blk = 0%; RXFP1 ag = 1.8%; Glioma ERSR ind = -4%; Vif-A3G inh = -5%; PI4K2A inh = 6; USP1 inh = u; IDH1 R132H inh = 2%; LDHA inh = -5
N#Cc1cc2nc(O)c(O)nc2cc1[N+](=O)[O-] reads TrxR1 substrate = 1%[57.1 µM]; Vif-APOBEC3F blk = -4%; RXFP1 ag = -0.1%; Glioma ERSR ind = -2%&2%&-3%; Vif-A3G inh = 1%; PI4K2A inh = -2&0; USP1 inh = 6%; IDH1 R132H inh = -1%; LDHA inh = 1

Only part of the results is shown. The share of hits here may be higher or lower than overall.
